Screening data: PubChem, several laboratories
NSD2 inh = NSD2 histone methyltransferase inhibitors, primary screen, biochemical, AlphaScreen, single concentration, set 2. AID 743445, 2014. NSD2 peptide methylation, 120 min. Histone-lysine N-methyltransferase NSD2 (Homo sapiens), O96028. inhibition, % at 12.5 µM. 310,000 compounds, 0.54% hits; in the data active means inhibition above about 50%
HTR5A inv ctr = HTR5A inverse agonists in luminescence cell assay, primary screen, counter-screen for OPRM1-OPRD1 heterodimer inverse agonist project, full-deck HTS. inhibition, % at 9.3 µM. 5-hydroxytryptamine receptor 5A (Homo sapiens), P47898. 340,000 compounds, 0.083% hits. HTR5A cell line, inverse agonism. AID 504634, 2011; in the data active means inhibition mostly above about 23%, no sharp cut-off; inactive means mostly below about 18%;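 further: 0% = cells with DMSO and 100% = no-cell wells with DMSO; some compounds called inactive have numbers as strong as hits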
Target sequence (P47898 whole entry, looked up): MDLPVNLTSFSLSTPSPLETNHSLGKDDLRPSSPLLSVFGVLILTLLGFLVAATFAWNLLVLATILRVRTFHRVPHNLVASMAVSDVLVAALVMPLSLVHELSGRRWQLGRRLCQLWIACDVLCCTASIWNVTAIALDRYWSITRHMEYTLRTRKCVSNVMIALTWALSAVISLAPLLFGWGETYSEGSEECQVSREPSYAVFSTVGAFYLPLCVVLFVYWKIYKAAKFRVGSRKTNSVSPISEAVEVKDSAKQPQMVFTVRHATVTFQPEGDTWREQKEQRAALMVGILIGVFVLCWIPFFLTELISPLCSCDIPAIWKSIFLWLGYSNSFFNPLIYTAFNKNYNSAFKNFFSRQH
Wnt act = Wnt/beta-catenin pathway activators, primary screen, cell-based, plate reader, single point. AID 743398, 2014. Wnt/beta-catenin reporter cell assay, activator. 300,000 compounds, 1.2% hits. activation, % at 9.35 µM; in the data active means activation above about 30%, passing the limit was not always enough;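 further: 0% = neutral control wells and 100% = positive control wells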
CDK5 inh = inhibitors of human CDK5/p35 kinase, primary screen, biochemical, single concentration; Recombinant CDK5/p35, ADP-Glo luminescence, 60 min; 330,000 compounds, 0.01% hits; inhibition, % at 10 µM; AID 488839, 2010;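 active means highest replicate inhibition of at least 50% and at least 75% of replicates reaching 50%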;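 further: plate controls were DMSO neutral control for no effect and GW8510 at 10 µM for full effect; many of its hits are not listed in these tables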
HTR5A ag = HTR5A agonists in luminescence cell assay, primary screen, counter-screen for OPRM1-OPRD1 heterodimer agonist project, full-deck HTS. 5-hydroxytryptamine receptor 5A (Homo sapiens), P47898. cell-based. activation, % at 9.3 µM. 340,000 compounds, 0.61% hits. AID 504692, 2011; in the data active means activation mostly above about 9.5%, no sharp cut-off; inactive means mostly below about 7.6%;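 further: 0% = cells with vehicle only and 100% = reference agonist; strong numbers were not always called active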
V-ATPase pH = regulators of yeast V-ATPase proton pumping, primary screen, pHLuorin cytosolic pH fluorescence | S. cerevisiae | response, % at 10 µM | 350,000 compounds, 0.37% hits | AID 504577, 2011; in the data active means response mostly above about 7.3%, no sharp cut-off; inactive means mostly below about 5.4%; further: actives read high; inactives centre near 0; some compounds called inactive have numbers as strong as hits; reference of the scale not given here
dFosB activator = activators of delta FosB homodimer, primary screen, biochemical, fluorescence polarization, TAMRA-CDK5 oligo, single point; Protein FosB (Mus musculus), P13346; purified delta FosB; percent of positive-control signal above neutral wells; activation, % at 25 µM; 340,000 compounds, 0.99% hits; AID 493131, 2011;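 active means mean activation above about 17%, with every replicate also reaching it, limit read from the data, passing the limit was not always enough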;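 further: fluorescence polarization rise as delta FosB binds a TAMRA Cdk5 AP-1 oligo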
Target sequence (P13346 whole entry, looked up): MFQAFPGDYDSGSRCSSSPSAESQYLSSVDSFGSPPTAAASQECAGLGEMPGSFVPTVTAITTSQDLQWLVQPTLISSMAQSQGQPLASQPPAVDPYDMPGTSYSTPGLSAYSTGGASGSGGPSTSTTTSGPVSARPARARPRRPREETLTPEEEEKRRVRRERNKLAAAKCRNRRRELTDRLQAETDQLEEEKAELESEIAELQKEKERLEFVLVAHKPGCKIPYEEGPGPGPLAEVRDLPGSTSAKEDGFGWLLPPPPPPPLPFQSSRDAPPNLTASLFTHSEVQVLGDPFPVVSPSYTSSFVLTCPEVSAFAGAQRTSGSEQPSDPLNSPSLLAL
MITF act = activators of MITF-driven TRPM1 promoter reporter, primary screen, cell-based, SK-MEL-5, luciferase, single point | 300,000 compounds, 0.75% hits | activation, % at 12.5 µM | SK-MEL-5 TRPM1-promoter luciferase, 24 h; % of positive control, neutral wells = 0;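 active means mean activation of at least 80% with every replicate also reaching 80%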;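 further: 0% = neutral control wells and 100% = parthenolide positive control wells; values of inactives mirror those of a sister screen read the other way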
SR-BI HDL uptake = inhibitors of SR-BI mediated HDL lipid uptake, primary screen, ldlA[mSR-BI] cells, fluorescence, single point. Scavenger receptor class B member 1 (Mus musculus), Q61009. ldlA[mSR-BI] CHO cells, DiI-HDL uptake fluorescence, 3 h. inhibition, % at 12.5 µM. 320,000 compounds, 0.96% hits. AID 488896, 2010;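 active means mean replicate inhibition of at least 70% and a set share of replicates each scoring 70 or more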;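 further: 0% = median of neutral control wells and 100% = median of positive control wells; values of inactives mirror those of a sister screen read the other way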
PvdQ inh = P. aeruginosa PvdQ acylase inhibitors, primary screen, biochemical, fluorescence, plate reader and imaging, single point; PvdQ acylase [Pseudomonas aeruginosa LESB58]; purified PvdQ acylase; inhibition, % at 10 µM; 340,000 compounds, 0.063% hits; AID 488965, 2010; in the data active means inhibition above about 30%, passing the limit was not always enough;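 further: 0% = vehicle neutral wells and 100% = reference inhibitor wells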
An asterisk follows results filed as active; x = not tested or not shown.

item	SMILES	Wnt act	NSD2 inh	V-ATPase pH	SR-BI HDL uptake	HTR5A inv ctr	HTR5A ag	MITF act	dFosB activator	CDK5 inh	PvdQ inh
1	Cc1noc(C)c1CSc1ccccc1C(=O)N1CCN(c2ccccc2)CC1	x	4	x	20	4	-1	x	-3	-0.1	-6
2	CC(=O)c1ccc(S(=O)(=O)Nc2cccc(S(=O)(=O)NC3=NCCC3)c2)cc1	x	-1	-4	-15	19	6	8	-4	-1.4	0
3	COC(=O)c1ccc(Cn2nc(-c3cc(C)ccc3C)ccc2=O)cc1	0	3	0	-4	3	-1	20	-12	-1.3	-10
4	COCCNC(=O)c1sc2ncn(CC(=O)Nc3ccc(C)c(Cl)c3)c(=O)c2c1C	-4	-2	2	23	17	0	-3	-13	1.3	6
5	O=C(CC1CC2CCC1C2)NCCc1ccc(Cl)cc1 (stereo not drawn)	3	-8	-2	-3	3	-1	23	-9	-1.1	-8
6	COc1ccc(-c2noc(CN3CCCCC3c3nccn3C)n2)cc1 (stereo not drawn)	-3	7	2	2	-11	4	-1	-4	0.6	-8
7	CC(C)(C)OC(=O)N1CCC(c2cc(=O)n3[nH]cc(C(=O)NC4CCCC4)c3n2)CC1	-4	x	2	-23	-37	13	x	1	-0.3	15
8	CSCCC(C(=O)OCC(=O)c1ccc(C)c(C)c1)N1C(=O)c2cc(Cl)c(Cl)cc2C1=O (stereo not drawn)	x	-5	-2	3	-1	1	0	-4	x	15
9	COc1cc(C(=O)OCCN2CCOCC2)ccc1O	x	-3	5	4	7	0	4	2	-1.1	-7
10	COc1ccc(-c2nc(CS(=O)CC(=O)NCCCN3CCCC(C)C3)c(C)o2)cc1OC (stereo not drawn)	-1	-1	1	-8	1	-6	10	4	-1.2	-19
11	O=C(O)c1ccc(Nc2ccc3nonc3c2[N+](=O)[O-])cc1	1	31	-6	-13	-3	-7	3	5	0.1	-9
12	CC1CN(C(=O)/C=C/c2ccc([N+](=O)[O-])s2)CC(C)O1 (stereo not drawn)	4	6	0	19	-11	4	-43	-4	-1.4	-4
13	COc1ccccc1CNC(=O)C1CCCCN1S(=O)(=O)c1ccccc1 (stereo not drawn)	-1	-3	-8	x	-9	3	3	-8	1.2	6
14	Cc1onc(-c2ccccc2Cl)c1C(=O)N1CCN(c2ccc(F)cc2)CC1	-5	x	3	3	-10	4	-12	-9	0.7	-13
15	CCCCN(C(=O)c1ccc(N2CCCC2=O)cc1)c1c(N)n(CCC)c(=O)[nH]c1=O	-2	-1	0	-12	-10	4	7	5	0.6	-15
16	CC(=O)N1CCN(c2ccccc2NC(=S)NC(=O)c2cc3ccccc3o2)CC1	-2	2	1	53	-16	16*	-23	6	-1.4	9
17	Cc1ccc(S(=O)(=O)N2CCC(C(=O)N[C@@H](C)C(=O)NCC3CCCO3)CC2)cc1 (stereo partly drawn)	-2	-2	-2	x	-6	2	x	5	1.8	-6
18	CN(C)S(=O)(=O)N(CC(=O)N(Cc1ccccc1)Cc1ccccc1)c1ccccc1	x	-3	1	12	5	0	6	-12	-0.3	-10
19	COc1ccc(CCn2cnc(=O)c(C#N)c2C)cc1OC	1	4	1	-1	-2	1	3	-3	1.0	-11
20	COC(=O)C(C#N)C(=C1C(=O)CC(C)(C)CC1=O)c1ccc(O)cc1 (stereo not drawn)	x	-4	0	-11	2	-4	8	-4	1.0	-9

Next part:
item	SMILES	Wnt act	NSD2 inh	V-ATPase pH	SR-BI HDL uptake	HTR5A inv ctr	HTR5A ag	MITF act	dFosB activator	CDK5 inh	PvdQ inh
21	O=c1[nH]nc(Cc2ccccc2)c2ccccc12	x	1	1	-23	-5	3	-2	-9	1.1	-18
22	O=C(NCc1n[nH]c(=S)n1-c1ccc(Br)cc1)c1cccs1	0	-2	2	-12	-5	2	2	-2	2.8	15
23	C(#CC12CC3CC(CC(C3)C1)C2)CN1CCOCC1	-1	0	-1	-25	-4	1	3	-8	-0.7	-6
24	CC(C)CC(=O)c1c[nH]c(C(=O)O)c1	0	1	-1	-12	7	-3	12	-2	0.0	-2
25	O=C(O)Cc1sc(NCCc2ccccc2)nc1-c1ccc(F)cc1	3	2	6	x	-10	-2	2	-13	-1.7	-6
26	CC(C)CCNC(=O)COC(=O)/C=C/c1ccc2ccccc2n1	-1	-1	-1	-11	-11	4	3	-8	1.5	-5
27	Cc1ccc(C2CC(C(F)F)n3ncc(C(=O)Nc4c(C)nn(Cc5c(F)cccc5Cl)c4C)c3N2)cc1 (stereo not drawn)	1	x	6	12	10	-1	-7	-13	-0.9	-8
28	CCC(C)c1ccc(C(CC)NC(=O)C2CCCO2)cc1 (stereo not drawn)	-1	2	-2	-3	6	-2	-9	-1	0.5	1
29	COc1ccc(OC)c(NC(=O)COC(=O)C2CCCCC2)c1	-1	1	6	12	3	-1	-6	-2	-6.7	-16
30	Cc1nc(Nc2ccccc2C(F)(F)F)sc1C(=O)N(C)C	16	-2	-1	20	-43	-3	55	-2	1.2	-6
31	CC(C)(C)n1ncc2c(=O)n(CC(=O)OCc3ccccc3)cnc21	x	3	1	-17	1	0	-11	-2	0.6	9
32	CC(C)c1nc(SCC(=O)Nc2nc3c(s2)CCCC3)c2ccccc2n1	0	-2	3	-31	17	-3	-16	-3	-1.3	11
33	COc1ccc(CN(C)C[C@H]2Oc3c(NC(=O)Nc4ccccc4)cccc3C(=O)N([C@H](C)CO)C[C@@H]2C)cc1	-1	x	1	30	11	0	-5	-7	2.0	-12
34	Cc1oc(-c2ccc3c(c2)OCCO3)cc1C(=O)NC(CCC(=O)O)C(=O)O (stereo not drawn)	9	0	1	-31	-5	2	x	2	0.8	-8
35	CN(CC(=O)Nc1ccc(Cl)cc1)C(=O)C1CCCC1	-3	-2	-4	7	2	8	27	-4	0.5	3
36	O=C(CC1C(=O)N(c2ccccc2)C(=S)N1c1ccccc1)c1ccc(Br)cc1 (stereo not drawn)	-9	50*	3	-6	7	1	-4	-10	0.2	3
37	COc1ccc2sc(-c3ccc(N(C)C)cc3)c(C#CCCO)c2c1	3	x	0	96*	-19	4	30	-4	0.2	-12
38	CC(Cc1ccccc1)C(=O)Nc1ccccc1 (stereo not drawn)	2	x	-1	-10	3	-1	7	4	-0.5	4
39	C[N+]1(CC(=O)Nc2ccc(F)cc2)CCN(C(=O)c2ccco2)CC1	x	-2	3	11	-43	-3	-11	-1	3.2	6
40	COc1ccc(CN(C)C2CCCCC2)c(C)c1C	x	-6	3	-37	10	-3	-2	-7	-0.6	-5

Some of these compounds in order of formula weight, lowest first.
item	SMILES	Wnt act	NSD2 inh	V-ATPase pH	SR-BI HDL uptake	HTR5A inv ctr	HTR5A ag	MITF act	dFosB activator	CDK5 inh	PvdQ inh
28	CCC(C)c1ccc(C(CC)NC(=O)C2CCCO2)cc1 (stereo not drawn)	-1	2	-2	-3	6	-2	-9	-1	0.5	1
26	CC(C)CCNC(=O)COC(=O)/C=C/c1ccc2ccccc2n1	-1	-1	-1	-11	-11	4	3	-8	1.5	-5
39	C[N+]1(CC(=O)Nc2ccc(F)cc2)CCN(C(=O)c2ccco2)CC1	x	-2	3	11	-43	-3	-11	-1	3.2	6

Reformatted screen by screen: entries from further up
#34 Cc1oc(-c2ccc3c(c2)OCCO3)cc1C(=O)NC(CCC(=O)O)C(=O)O (stereo not drawn)
#35 CN(CC(=O)Nc1ccc(Cl)cc1)C(=O)C1CCCC1

Assay by compound | 34 | 35
Wnt act | 9 | -3
NSD2 inh | 0 | -2
V-ATPase pH | 1 | -4
SR-BI HDL uptake | -31 | 7
HTR5A inv ctr | -5 | 2
HTR5A ag | 2 | 8
MITF act | x | 27
dFosB activator | 2 | -4
CDK5 inh | 0.8 | 0.5
PvdQ inh | -8 | 3

Continuation:
item	SMILES	Wnt act	NSD2 inh	V-ATPase pH	SR-BI HDL uptake	HTR5A inv ctr	HTR5A ag	MITF act	dFosB activator	CDK5 inh	PvdQ inh
41	NNC(=O)c1ccc(N2CCCCCC2)c([N+](=O)[O-])c1	-3	6	2	17	-3	1	-2	-10	-1.0	-11
42	NC(=O)COC(=O)[C@H](Cc1c[nH]c2ccccc12)NC(=O)c1ccc(F)cc1	2	-2	2	-23	10	2	-19	-8	0.6	-10
43	O=C(CCNS(=O)(=O)c1ccc2nsnc2c1)N1CCN(c2ccncc2)CC1	-7	x	4	-20	8	5	-3	4	-2.0	-13
44	COc1cccc(NC(=O)NC2(C(F)(F)F)Oc3ccccc3O2)c1	-8	x	-2	10	14	-3	-8	-6	x	13
45	Cc1cc(NC(=O)CSc2nc3ccsc3c(=O)n2NC(=O)c2ccccc2)no1	x	-4	0	-9	13	-4	7	-3	-0.8	-6
46	Cn1c(=O)n(Cc2ccccc2F)c2ccccc21	x	6	3	-44	-18	7	x	-3	-1.0	-12
47	Cc1ccccc1N=C1Nc2ccccc2CS1	x	0	8	15	-3	1	66	2	0.8	-8

Two compounds drawn at random from the list so far, as already listed:
item	SMILES	Wnt act	NSD2 inh	V-ATPase pH	SR-BI HDL uptake	HTR5A inv ctr	HTR5A ag	MITF act	dFosB activator	CDK5 inh	PvdQ inh
44	COc1cccc(NC(=O)NC2(C(F)(F)F)Oc3ccccc3O2)c1	-8	x	-2	10	14	-3	-8	-6	x	13
42	NC(=O)COC(=O)[C@H](Cc1c[nH]c2ccccc12)NC(=O)c1ccc(F)cc1	2	-2	2	-23	10	2	-19	-8	0.6	-10
